From PubChem
HCMV inh: human cytomegalovirus inhibition. HFF cells, HCMV-luciferase reporter, 72 h; hits give low values. activity change, negative = inhibition, % at 57.5 µM. hit rate 4.5% among 410,000. AID 1259415; in the data active means activity change below about -60%; inconclusive means no clear call, values can overlap the other calls; inactive means above about -39%
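Luciferase read-out from HCMV-luciferase-infected HFFs (MOI 1 PFU/cell) 72 h post infection at 37C; compounds added after 16 h cell attachment; activity normalized between buffer-only basal and Salinomycin (10uM) inhibitor controls.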
* = called active by the depositor. On the % scale 0 is the no-effect control and ±100 the full control effect. This is a subset; count on the stated rates, not on these rows.

CC1(C)c2[nH]c3ccccc3c2C[C@@H]2C(=O)N(c3ccc(F)cc3F)C(=O)N21 was read as HCMV inh -30.
Screening COc1ccc(SSc2ccc(OC)cc2C(=O)O)c(C(=O)O)c1 returned HCMV inh 5.
C[C@H](CO)N1C[C@H](C)[C@H](CN(C)C(=O)NC2CCCCC2)Oc2ncc(Br)cc2C1=O was read as HCMV inh 20.
C[N+](C)(C)CCN1C(=O)c2ccccc2C1=O was read as HCMV inh -9.
Screening COc1cccc(C2c3cccn3-c3ccccc3N2C=NC(C)(C)C)c1 (stereo not drawn) returned HCMV inh 22.
`COc1ccc(-c2oc3c4c2C(=O)OCCOC4CCC3)cc1` (stereo not drawn) gave HCMV inh -17.
Screening COC(=O)[C@@]12C[C@@H](CC(=O)NCc3ccccc3)C(=O)N(Cc3ccco3)C1=CCC(C)(C)C2 returned HCMV inh -20.
For Cc1ccccc1C1N=C2Oc3ccccc3C=C2C(=O)N1 (stereo not drawn) the results were HCMV inh 2.
`CC(=O)c1cccc(NC(=O)c2cccc3c(-c4cccnc4)coc23)c1` gave HCMV inh inconclusive.
Screening C[C@H]1CN([C@@H](C)CO)C(=O)c2cc(Br)cnc2O[C@H]1CN(C)Cc1ccccc1C(=O)O returned HCMV inh 12.
CC(C)NC(=O)N1Cc2cc(C(=O)NC3CCCCC3)nc(-c3cccc(-c4cccnc4)c3)c2[C@@H]1CCO was read as HCMV inh -32.
Cc1ccc(C)c(C(=O)OCC(=O)NC(=O)NCc2ccccc2)c1 was read as HCMV inh 71.
COc1cccc(-c2cc(NC(C)=O)c3ncc(-c4ccc(OC)c(OC)c4)n3c2)c1 was read as HCMV inh 19.
Screening CCc1nc2c(OCc3cccc(Cl)c3)cccn2c1N(C)C(=O)CC(C)C returned HCMV inh inconclusive.
O=C(Nc1cccc(C(=O)O)c1)/C(=C\c1ccc2c(c1)OCO2)NC(=O)c1ccccc1Br was read as HCMV inh -28.
For C[C@@H]1Cn2cnc(C(=O)N[C@@H](C)c3ccccc3)c2C(=O)N1 the results were HCMV inh -11.
Screening CC1(C(=O)Nc2cccc3cccnc23)CCN1Cc1ccccc1OC(F)F (stereo not drawn) returned HCMV inh 4.
For CCC(=O)N1CCCC1(C)C(=O)Nc1ccc2nc(C)ccc2c1 (stereo not drawn) the results were HCMV inh 17.
For CC(=O)c1cccc(OCc2cc(C(=O)N(C)Cc3nccs3)no2)c1 the results were HCMV inh -10.
For CCC(C)C(=O)C(=O)N1CCC(n2nccc2NC(=O)CCOc2ccccc2)CC1 (stereo not drawn) the results were HCMV inh -10.
Screening Cc1ccc(C(=O)NCCN2CCC(n3c(=O)[nH]c4ccccc43)CC2)cc1C returned HCMV inh 18.
`Cc1ccc(C)c(NC(=O)CN(C)C(=O)c2ccccn2)c1` gave HCMV inh -12.
`CCOC(=O)N1CCC2(CC1)NC(=O)c1ccccc1N2` gave HCMV inh -15.
Screening C[C@@H]1CN([C@H](C)CO)C(=O)CCCn2nncc2CO[C@H]1CN(C)C(=O)c1ccccc1 returned HCMV inh -1.
Screening C[C@H](CO)N1C[C@H](C)[C@@H](CN(C)C(=O)c2ccccc2)OCc2cnnn2CCCC1=O returned HCMV inh -23.
O=C(NCc1ccco1)C(=O)NN=Cc1ccccc1O was read as HCMV inh -25.
Screening CCCCNC(=O)c1nc(-c2cnc(C)cn2)oc1-c1ccc(Cl)cc1 returned HCMV inh -3.
COCCN(CCOC)Cc1cc(=O)oc2cc(C)c(Cl)cc12 was read as HCMV inh -14.
For CCN(CC)S(=O)(=O)c1ccc(N2CCCC2)c(NC(=O)CSCc2c(C)noc2C)c1 the results were HCMV inh 23.
`CC1(C(=O)Nc2cccc(OC(F)(F)F)c2)Cc2c(-c3ccc(C(N)=O)cc3)ccnc2O1` (stereo not drawn) gave HCMV inh -33.
`CCOC(=O)C1=CC[C@@H](c2ccccc2)C(C#N)(C#N)[C@H]1/C=C/c1ccccc1` gave HCMV inh 48.
For O=C1Nc2c(Cl)cccc2C1=O the results were HCMV inh 33.
For O=C(Nc1cccc(-n2cnnn2)c1)C1CCCN(C(=O)Cc2cccc(Cl)c2)C1 (stereo not drawn) the results were HCMV inh -23.
`CC[C@H]1O[C@H](C)CC2=C1C(=O)OC(C)(C)O2` gave HCMV inh 10.
COc1ccc(C(C)(C)C)cc1NC(=O)OC[C@@H]1CSCCS(=O)(=O)N1 was read as HCMV inh -5.
COc1ccc(NC(=O)C2Cc3c(-c4cccc(C(C)=O)c4)ccnc3O2)cn1 (stereo not drawn) was read as HCMV inh -32.
`Cc1ccc(S(=O)(=O)N(C)C[C@@H]2Oc3ncc(C#CCC(C)C)cc3C(=O)N([C@H](C)CO)C[C@H]2C)cc1` gave HCMV inh 24.
CCCCCCC(=O)Oc1cccc(C2=CC(=O)CC(C)(C)C2=O)c1 was read as HCMV inh 0.
COc1cccc(CN2CC(C(=O)N3CCSCC3)CCC2=O)c1 (stereo not drawn) was read as HCMV inh inconclusive.
Screening CCc1cc(-c2nnn(CCC3COCCO3)c2CC)ccc1-c1cn(Cc2ccccc2)nn1 (stereo not drawn) returned HCMV inh -83*.
Screening c1ccc(-c2cc(-c3cc(-c4ccccc4)on3)no2)cc1 returned HCMV inh 36.
Screening COc1ccc2c(c1)nc(-c1cccc(Br)c1)c(=O)n2C(c1ccccn1)c1nc2ccccc2[nH]1 (stereo not drawn) returned HCMV inh 56.
For COCCNc1nc(Oc2ccc(C(N)=O)cc2)c2sccc2n1 the results were HCMV inh 26.
For O=[N+]([O-])c1ccc2cn(C3OC(CO)C(O)C3O)nc2c1 (stereo not drawn) the results were HCMV inh -27.
For CC(C)COC(=O)N(C)C[C@@H]1OCc2cnnn2CCCC(=O)N([C@H](C)CO)C[C@H]1C the results were HCMV inh -6.

4 entries drawn at random from the list so far, as already listed:
For O=C1Nc2c(Cl)cccc2C1=O the results were HCMV inh 33.
Screening C[C@H]1CN([C@@H](C)CO)C(=O)c2cc(Br)cnc2O[C@H]1CN(C)Cc1ccccc1C(=O)O returned HCMV inh 12.
`CC[C@H]1O[C@H](C)CC2=C1C(=O)OC(C)(C)O2` gave HCMV inh 10.
Screening Cc1ccc(C(=O)NCCN2CCC(n3c(=O)[nH]c4ccccc43)CC2)cc1C returned HCMV inh 18.

(more compounds)
For Cc1cn([C@H]2C[C@H](O)[C@@H](CNS(=O)(=O)c3ccc(NS(=O)(=O)N(C)C)cc3)O2)c(=O)[nH]c1=O the results were HCMV inh 7.
`CC1(C(=O)NS(=O)(=O)c2cccc(C#N)c2)CCN1C(=O)Cc1ccccc1` (stereo not drawn) gave HCMV inh -20.
CCOc1ccc(S(=O)(=O)N2CCCCC2)cc1NC(=O)C1CCCC1 was read as HCMV inh -12.
For Cn1cnc2ncnn2c1=S the results were HCMV inh 77.
For CCNC(=O)C1(C)CCN(C(=O)c2cc(OC)c(OC)c(OC)c2)C1 (stereo not drawn) the results were HCMV inh 10.
`COc1ccc(CN2C[C@@H](CO)O[C@@H](n3cnc4c(N(C)C)ncnc43)C2)cc1` gave HCMV inh -22.
`CN(C)c1ccc(C=Cc2ccnc3ccccc23)cc1N` gave HCMV inh -15.
For O=CNc1cc(-c2ccc(C(=O)NC3CC3)cc2)cn2c(-c3ccccc3)cnc12 the results were HCMV inh -20.
For CN(Cc1ccc(F)cc1)S(=O)(=O)c1ccc2[nH]c(=O)[nH]c2c1 the results were HCMV inh inconclusive.
For CC(=O)C1CN(S(=O)(=O)c2ccc(C)cc2)C(c2ccccc2)CC1C (stereo not drawn) the results were HCMV inh -60*.
COC(=O)N(C)C[C@@H]1OCc2cnnn2CCCC(=O)N([C@H](C)CO)C[C@H]1C was read as HCMV inh 32.
CN(CC(=O)Nc1ccc(F)c(F)c1F)C(=O)C1CCCN1C(=O)c1cccs1 (stereo not drawn) was read as HCMV inh -21.
Screening O=C(NNC(=O)c1csc(-c2cccs2)n1)c1ccc(Cl)cc1 returned HCMV inh -103*.
Screening Cc1cc(F)ccc1-c1cc(C(=O)NCc2cc(C(F)(F)F)cc(C(F)(F)F)c2)[nH]n1 returned HCMV inh -17.
`CCCCNC(=O)C1(C)CCCCN1CC(=O)c1ccc(OC)cc1` (stereo not drawn) gave HCMV inh 0.

Brought forward from above: 2 compounds; new compounds follow.
Screening Cc1cc(F)ccc1-c1cc(C(=O)NCc2cc(C(F)(F)F)cc(C(F)(F)F)c2)[nH]n1 returned HCMV inh -17.
`CCCCNC(=O)C1(C)CCCCN1CC(=O)c1ccc(OC)cc1` (stereo not drawn) gave HCMV inh 0.
For COc1cccc(-c2cnc3c(NC=O)cc(-c4ccc(N(C)C)cc4)cn23)c1 the results were HCMV inh 7.
COc1ccc(Br)c(Cn2c(C)c(C(=O)NCc3ccc4c(c3)OCCO4)sc2=O)c1 was read as HCMV inh 24.
For COc1ccc(C(=O)N2CCC(C)(C(=O)NS(=O)(=O)C3CC3)C2)c(OC)c1 (stereo not drawn) the results were HCMV inh -2.
`COc1ccc(NC(=O)Nc2ccc3c(c2)C(=O)N([C@H](C)CO)C[C@H](C)[C@H](CN(C)Cc2ccc(C(=O)O)cc2)OCCCC[C@@H](C)O3)cc1` gave HCMV inh 19.
`CCC(c1nc2ccccc2[nH]1)n1c(-c2cccnc2)nc2ccccc21` (stereo not drawn) gave HCMV inh -12.
O=C1CC=Nc2ccc([N+](=O)[O-])cc21 was read as HCMV inh 3.
C[C@@H]1CN([C@H](C)CO)C(=O)CCCn2nncc2CO[C@H]1CN(C)Cc1ccc2cccnc2c1 was read as HCMV inh 1.
Screening CCCc1c(Cc2cccc(F)c2)ncn1CCc1ccccc1OC returned HCMV inh -61*.
CC(=O)Nc1cc(-c2ccc(N3CCN(C)CC3)cc2)cn2c(-c3ccc(F)cc3)cnc12 was read as HCMV inh -75*.
C[C@H](O)[C@@H]1C(=O)N2CCc3c([nH]c4cccc(-c5ccccc5)c34)[C@@H]2C[C@@H]1N(C)C(=O)NC1CCCCC1 was read as HCMV inh 55.
For CCOC(=O)CC(=O)Nc1cc2ccc(OC)c(OC)c2cc1C(=O)OCC the results were HCMV inh -14.
Screening O=C(Nc1ccc2c(c1)OCCO2)C(c1ccccc1F)n1c(=O)c(-c2cc3ccccc3[nH]2)nc2ccccc21 (stereo not drawn) returned HCMV inh 13.
Screening CC1CCN(C(=O)c2[nH]cnc2C(=O)N(C)CCO)CC1 returned HCMV inh -5.
Cc1cccc(C(O)c2ncc(-c3cccc(C(F)(F)F)c3)[nH]2)c1C (stereo not drawn) was read as HCMV inh -39.
`COc1ccc(Cl)cc1C(=O)OCC(=O)c1c(N)n(C)c(=O)n(C)c1=O` gave HCMV inh -14.

The closing four records of the part before come first, to join the parts.
Screening O=C(Nc1ccc2c(c1)OCCO2)C(c1ccccc1F)n1c(=O)c(-c2cc3ccccc3[nH]2)nc2ccccc21 (stereo not drawn) returned HCMV inh 13.
Screening CC1CCN(C(=O)c2[nH]cnc2C(=O)N(C)CCO)CC1 returned HCMV inh -5.
Cc1cccc(C(O)c2ncc(-c3cccc(C(F)(F)F)c3)[nH]2)c1C (stereo not drawn) was read as HCMV inh -39.
`COc1ccc(Cl)cc1C(=O)OCC(=O)c1c(N)n(C)c(=O)n(C)c1=O` gave HCMV inh -14.
`C/C=C1\NC(=O)[C@H](C)NC(=O)[C@@H](NC(=O)[C@H](Cc2ccc(O)cc2)NC(=O)[C@@H](NC(=O)/C(C)=C/C)C(C)C)[C@@H](C)OC(=O)[C@H](CC(C)C)NC(=O)[C@@H](CCC(=O)O)NC1=O` gave HCMV inh -12.
Screening CC1CC2CC(=O)CCC2(C)C2CCC3(C)C(O)CCC3C12 (stereo not drawn) returned HCMV inh inconclusive.
Screening COc1cccc(-c2nc(-c3ccccc3)c3ccc(Cl)cc3n2)c1 returned HCMV inh 23.
CCN(c1ccccc1)S(=O)(=O)c1ccc(Cl)c(NC(=O)CSc2nc(N)cc(=O)[nH]2)c1 was read as HCMV inh inconclusive.
Screening CC1(C(=O)NS(=O)(=O)c2cccc(Cl)c2)CCN1C(=O)CC1CCCC1 (stereo not drawn) returned HCMV inh -22.
For C[C@@H]1CN([C@H](C)CO)C(=O)c2cc(C#Cc3ccccc3F)cnc2O[C@@H]1CN(C)S(=O)(=O)c1ccccc1F the results were HCMV inh -4.
Screening COc1ccc(CNC(=O)C[C@@H]2C[C@H]3c4cc(NC(=O)NC5CCCC5)ccc4O[C@H]3[C@H](CO)O2)cc1 returned HCMV inh 26.
For CN(C)c1cccc(CNC(=O)c2csc([C@@H]3C[C@H](O)[C@@H](CO)O3)n2)c1 the results were HCMV inh -13.
Screening CN(C)CC(=O)Nc1ccc2c(c1)[C@H]1C[C@H](CC(=O)NCc3ccc4c(c3)OCO4)O[C@H](CO)[C@H]1O2 returned HCMV inh 14.
`O=C(COC(=O)c1ccccc1)NCCCCc1ccccc1` gave HCMV inh -11.
For C(=NNc1nnn(Cc2ccccc2)n1)c1ccccc1 the results were HCMV inh 31.
Cc1nc2ccccn2c1P(=S)(c1ccccc1)c1ccccc1 was read as HCMV inh -12.
CCCCn1nnnc1C(c1cc2ccccc2o1)N1CCN(c2ncccc2C#N)CC1 (stereo not drawn) was read as HCMV inh -8.
For CC1=C(C(=O)N(C)C)CC(CC(=O)NCCN2CCOCC2)C(=O)N1Cc1ccc(C(C)(C)C)cc1 (stereo not drawn) the results were HCMV inh -8.
CCN(CC)C(=O)C1=C(C)N(Cc2ccc(OC)cc2)C(=O)C(CC(=O)NCCN2CCOCC2)C1 (stereo not drawn) was read as HCMV inh 0.
Screening OC(c1ccc(-c2ccccc2)cc1)c1ncc(-c2cccc(F)c2)[nH]1 (stereo not drawn) returned HCMV inh -4.
`CCOC(=O)C1=CC[C@@H](c2ccccc2)N(S(=O)(=O)c2ccc(C)cc2)[C@@H]1C#N` gave HCMV inh -8.

An excerpt from above in order of number of heavy atoms, descending:
For C[C@@H]1CN([C@H](C)CO)C(=O)c2cc(C#Cc3ccccc3F)cnc2O[C@@H]1CN(C)S(=O)(=O)c1ccccc1F the results were HCMV inh -4.
For CC1=C(C(=O)N(C)C)CC(CC(=O)NCCN2CCOCC2)C(=O)N1Cc1ccc(C(C)(C)C)cc1 (stereo not drawn) the results were HCMV inh -8.
`CCOC(=O)C1=CC[C@@H](c2ccccc2)N(S(=O)(=O)c2ccc(C)cc2)[C@@H]1C#N` gave HCMV inh -8.
